# PriA SSB inh – blocks PriA binding to SSB C-terminal tail; AlphaScreen SSBct-PriA binding, biotinylated peptide; inhibition, % at 33 µM; actives 0.6% (n = 430,000); AID 1272365; in the data active means inhibition mostly above about 37%, no sharp cut-off; inactive means mostly below about 20%;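 further: plate controls were negative control peptide for no effect and reference peptide for full effect; strong numbers were not always called active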
# The depositor's hits bear a star; & = joins results of further samples.
SMILES	PriA SSB inh
CCN1C(=O)C(C)(C)COc2cc(NC(=O)Nc3cccs3)ccc21	21.0
O=C(CSc1ccc(F)cc1)N1CCC[C@H](Cc2nc(-c3ccsc3)no2)C1	-23.0
CCCCOc1ccc2c(c1)C(=O)c1cc(OCCCC)ccc1-2	7.0
O=C(Cc1cccs1)NCc1ccnc(-c2ccsc2)c1	-6.0
O=C(NCC1(c2cccs2)CCCC1)c1cccs1	-25.0
CC(O)(CNS(=O)(=O)c1ccc2c(c1)CCCC2)c1ccco1 (stereo not given)	-14.0
CCOCC(=O)NCCn1ncc2c(=O)n(Cc3ccccc3C)cnc21	-3.0
O=C(CSc1ccc(F)cc1)N1CCN(c2cc(C(F)(F)F)ncn2)CC1	-4.0

# (listing goes on)
SMILES	PriA SSB inh
CC(=O)N1CC(C(=O)NCc2nc3ccccc3[nH]2)C1	-5.0
C=CCNC(=O)COc1ccc(Br)cc1	-15.0&-14.0
CC(C)C(=O)Nc1ccc(C(=O)NCCNS(=O)(=O)c2cccc(Cl)c2)cc1	-16.0
Cc1ccc2c(c1)c1nc3ccccc3nc1n2CCCN1C(=O)c2ccccc2C1=O	1.0
O=C(NCc1ccc(Cl)cc1)N1CCC(S(=O)(=O)c2ccccc2)CC1	-10.0
COc1ccc(-c2cc(=O)n(CC(=O)Nc3ccc(F)c(Cl)c3)cn2)cc1	-8.0
O=C(Cc1ccc(Br)cc1)Nc1ccc(-c2ccc3nncn3n2)cc1	-9.0
Cc1cc(NC(=O)C2CC2)n(-c2nc3c(cnn3-c3ccc(F)cc3)c(=O)[nH]2)n1	-17.0

# Next compounds follow:
SMILES	PriA SSB inh
COC(=O)c1ccc(C(=O)Nc2nc(-c3ccccc3)c(C(=O)c3ccccc3)s2)cc1	-3.0
Cc1cc(C=NNC(=O)c2ccc(CN3CCOCC3)cc2)c(C)n1-c1ccccc1	7.2
O=C(O)c1ccccc1NN=Cc1cc(Br)cc(Br)c1O	-9.9
O=C(c1nc2ccccc2s1)N1CCC(c2nnc(-c3ccsc3)o2)CC1	-6.0
O=C(c1cc(-c2cccs2)[nH]n1)N1CCN(c2ccc(-n3cncn3)nn2)CC1	-6.0
COC(=O)c1ccc(OC)c(S(=O)(=O)N[C@H](c2cccnc2)C2CCOCC2)c1	-20.0
O=C(Cn1nnc2ccccc21)Nc1cc(OCc2ccc3c(c2)OCO3)ncn1	-24.0
O=c1[nH]c2ccccc2nc1C=C(O)C(F)F	-1.1

# Carrying on.
SMILES	PriA SSB inh
Cc1ccc(C2C(=C(O)c3ccc4c(c3)OCCO4)C(=O)C(=O)N2CC2CCCO2)cc1 (stereo not given)	-0.1
Cc1cc2cc(CNC(=O)CC(c3ccccc3)c3ccccc3)ccc2[nH]1	-11.0&-2.0
CCOC(=O)c1ccc(Nc2[nH]c(=O)c3ccccc3c2C(=O)c2ccncc2)cc1	24.0
O=C(O)c1ccc(C=NNC(=O)c2ccc(Br)cc2)cc1	-6.5
COc1ccc(NS(=O)(=O)c2ccccc2F)cc1N1CCCC1=O	-14.0
CCCN1CCCc2cc(CCNC(=O)C(=O)NC3CCCCC3)ccc21	23.0
O=C(COC(=O)c1ccc([N+](=O)[O-])cc1[N+](=O)[O-])c1cccs1	27.0
CN(C)C(=O)[C@H](NC(=O)OC(C)(C)C)c1ccccc1Cl	-19.0

# By substructure, the compounds so far containing an NH in an aromatic ring
SMILES	PriA SSB inh
CC(=O)N1CC(C(=O)NCc2nc3ccccc3[nH]2)C1	-5.0
Cc1cc(NC(=O)C2CC2)n(-c2nc3c(cnn3-c3ccc(F)cc3)c(=O)[nH]2)n1	-17.0
O=C(c1cc(-c2cccs2)[nH]n1)N1CCN(c2ccc(-n3cncn3)nn2)CC1	-6.0
O=c1[nH]c2ccccc2nc1C=C(O)C(F)F	-1.1
Cc1cc2cc(CNC(=O)CC(c3ccccc3)c3ccccc3)ccc2[nH]1	-11.0&-2.0
CCOC(=O)c1ccc(Nc2[nH]c(=O)c3ccccc3c2C(=O)c2ccncc2)cc1	24.0

# Next results follow:
SMILES	PriA SSB inh
O=C(NN=Cc1ccc(OC(=O)c2ccccc2Cl)cc1)c1cc(O)cc(O)c1	14.3
O=C(CSc1nc(CC(=O)N2CCc3ccccc32)cs1)c1cccs1	-4.0
CC(=NNC(=O)C1CCCN(S(=O)(=O)c2ccccc2)C1)c1cccnc1 (stereo not given)	-3.3
COc1ccccc1[C@H](CNC(=O)CSC1CCCC1)OC	-20.0
COC(=O)c1ccc2c(=O)n(Cc3ccc(OC)c(OC)c3)c(=S)[nH]c2c1	6.0
Cc1nc(-c2ccco2)sc1CNC(=O)COc1ccc2c(c1)OCO2	-3.0
Cc1noc(-c2ccsc2NC(=O)C2COc3ccccc3O2)n1 (stereo not given)	-17.0
C[C@@H](Cc1ccoc1)NC(=O)c1ccc(-c2ccccc2)cc1	-2.0

# Following part:
SMILES	PriA SSB inh
CCCS(=O)(=O)N1CCCc2cc(NS(=O)(=O)c3cc(C)c(OC)c(C)c3)ccc21	2.0
COc1cc(=O)n(-c2ccc(C)cc2)nc1C(=O)N1CCN(C(c2ccccc2)c2ccccc2)CC1	12.0
COc1cc(C=Nn2c(-c3n[nH]c4c3CCC4)n[nH]c2=S)ccc1O	-11.8
Cc1cccc(Nc2nc(C(=O)NCCC3=CCCCC3)cs2)n1	-15.0
Cn1c(SCC(=O)Nc2cccc(Br)c2)nc2c(-c3ccccc3)csc2c1=O	-1.0
COc1ccc(C)cc1NC(=O)c1cccn(Cc2ccccc2F)c1=O	-18.0
COc1cccc(S(=O)(=O)NCc2ccc(C(=O)Nc3cccnc3)cc2)c1	1.0
CN(C)S(=O)(=O)Nc1ccccc1-c1cn2ccsc2n1	-10.0

# The list continues:
SMILES	PriA SSB inh
COc1ccc(C=NNC(=O)c2ccc(COCC(F)(F)C(F)F)cc2)cc1	-13.3
Cc1cc2nnc(SCCC(=O)Nc3ccc(C(C)(C)C)cc3)n2c2ccccc12	-13.0
O=C(NCCC1=CCCCC1)C1CN(C(=O)COc2ccccc2F)C1	-1.0
O=C(Nc1ccc(Br)cc1C(=O)c1ccccc1)c1ccco1	-8.0
CCCN(C=Nc1sc2c(c1C#N)CCCCC2)CCC	-6.8
COc1cc(OC)c(-n2nnc(-c3nc(-c4ccc5c(c4)OCO5)cs3)c2N)cc1Cl	-28.0
O=C(CSc1ccncc1)Nc1cc(-n2ccc3ccccc32)ncn1	1.0
CN(C)C(CNC(=O)C1(c2cccs2)CCCC1)c1ccccc1Cl (stereo not given)	-3.0

# (continued)
SMILES	PriA SSB inh
O=C(CCCSc1ccc(NC(=O)c2ccc(F)cc2)nn1)NCc1cccs1	-16.0
Cc1ccsc1C=NNC(=O)Nc1ccccc1	11.8
O=[N+]([O-])c1ccccc1C=NNC1=NS(=O)(=O)c2ccccc21	-19.2
Cc1ccc(NC=C2C(=O)C3(C)CCC2C3(C)C)cc1C (stereo not given)	-22.4
O=C(Nc1ccccc1Cc1nc(-c2cccs2)no1)c1ccno1	0.0
CC(/C=C/c1cccc([N+](=O)[O-])c1)=NNC(=O)c1cccnc1	-10.7
Cc1ccc(NC(=O)Cn2cccc(-c3nc(-c4ccccc4)no3)c2=O)cc1C	-6.0
COc1cc2ccccc2cc1C(=O)Nc1cc(Cl)ccc1Cl	4.0

# Later entries:
SMILES	PriA SSB inh
Cc1nc(-c2cccnc2)sc1-c1ccc(SCc2ccc(Br)cc2)nn1	-10.0
Cc1nccn1C(=O)c1cc2ccccc2oc1=O	-9.0
CC1CCC(OC(=O)C(Br)C23CC4CC(CC(C4)C2)C3)C(C(C)C)C1 (stereo not given)	-3.0
c1ccc(-c2nc3ccccc3nc2N2CCCCC2)cc1	-88.0
COC(=O)c1cc(=O)c2cc(F)ccc2[nH]1	-11.0
COc1cc(CCN2C(=O)c3cccc4cccc(c34)C2=O)c(S(=O)(=O)NC2CCS(=O)(=O)C2)cc1OC (stereo not given)	-6.0
Cc1cc(C(=O)NN=Cc2c[nH]c3ccccc23)c(C)o1	-4.0
O=C(CSc1nc2sc3c(c2c(=O)n1-c1ccccc1)CCC3)N[C@@H](Cc1ccccc1)C(=O)O	-16.0

# (list continues)
SMILES	PriA SSB inh
CC1(C)COCN1C(=O)c1ccc(-n2cncn2)nn1	-1.0
CS(=O)(=O)c1ccc(-c2cccc(NC(=O)c3c(F)cccc3F)c2)nn1	-10.0
Cc1cc(NC(=O)C(=O)NCc2ccc(Cl)cc2)ccc1N1CCCC1=O	5.0
Cc1nc(C)c(C(=O)NCCCn2ncccc2=O)s1	-3.0
O=C(NCCn1ccc(-c2cccs2)n1)C1COc2ccccc2O1 (stereo not given)	-5.0
Cc1ccc(NC(=S)N=C(N)Nc2nc(C)c3cc(C)c(C)cc3n2)cc1C	-9.9
COc1ccccc1NC(=O)CSc1nc2c(sc(=S)n2-c2ccc(Cl)cc2)c(=O)[nH]1	17.0
COc1ccccc1CNC(=O)c1nc(-c2cnccn2)no1	-6.0

# (listing goes on)
SMILES	PriA SSB inh
CCOC(=O)/C(C#N)=C(/C)c1ccco1	3.0
CCc1nnc(NC(=O)CSc2nc3c(c(=O)n2-c2ccccc2)SC(C)C3)s1 (stereo not given)	6.0
O=C(Cn1nc2ncccn2c1=O)Nc1ccc2c(c1)OCO2	-1.0
Cc1cccc2sc(N3CC(O)C3)nc12	23.0
CN1CCC(CNS(=O)(=O)c2ccc3c(c2)CCCC3)CC1	1.0
COc1ccc(C=NNC(=O)CCCOc2ccc(Cl)cc2Cl)cc1	-20.6
CCn1nc(C(=O)Nc2nc3c(C(C)C)cccc3s2)cc1C	-12.0
CCCCCC(=NO)c1c(C)[nH]c2ccccc12	10.4

# (continued)
SMILES	PriA SSB inh
O=C(CCC(=O)Nc1ccc(F)cc1)NN=Cc1cccc(Br)c1	6.5
CS(=O)(=O)c1ccccc1C(=O)Nc1ccc(Cl)cc1C(=O)c1ccccc1	-1.0
CCOC(=O)NN=C/C(Cl)=C/c1ccccc1	4.5
Cc1ccc(-c2cc3c(=O)n(CC(=O)NCCc4ccccc4)ncn3n2)cc1C	-8.0&-5.0
CN1CCN(Cc2ccc(NC(=O)Nc3ccc(F)cc3)cc2)CC1	1.0
Cn1cc([C@@H](O)CNC(=O)C(=O)Nc2ccc(N3CCCCS3(=O)=O)cc2)c2ccccc21	2.0
Cc1cc(OC2CN(C(=O)C3(c4ccc(Cl)cc4)CCCC3)C2)cc(=O)n1C	11.0
Cc1ccc(Cl)c(-n2ncc3c(N[C@H]4CCS(=O)(=O)C4)ncnc32)c1	-10.0

# Other compounds.
SMILES	PriA SSB inh
CC(C)(C)C(=O)Nc1sc2c(c1C(=O)O)CCCC2	6.0
Cc1cc(C)n(N=Cc2ccccc2O)c(=O)c1	-5.5
O=C(CSc1ccc(F)cc1)N1CCN(CCn2ccnc2)CC1	-5.0
Cc1nc(-n2cccc2)sc1C(=O)NCCn1cnc2ccsc2c1=O	-1.0
Cc1ccc(Cl)c2sc(NCc3cccnc3)nc12	19.0
CS(=O)(=O)c1ccc(Nc2nc(CC(=O)Nc3ccccc3C(N)=O)cs2)cc1	2.0
COC(=O)c1ccc(C(=O)N(CCc2cccs2)C2CCOCC2)cc1	-10.0
COc1ccc(CC(=O)NCc2nc(C)no2)cc1OC	5.0

# Other results follow:
SMILES	PriA SSB inh
CC(=NNC(=O)c1cc(-c2cccc(OC(C)C)c2)nc2ccccc12)c1cccnc1	2.4
COC(=O)c1ccc(CSc2nnc(-c3cccc(OC)c3)n2-c2ccccc2)cc1	-16.0&-3.0
O=C(CCN1C(=O)S/C(=C/c2ccc(F)cc2)C1=O)Nc1ccc(C(=O)O)c(O)c1	-2.0
O=C(C1CC=CCC1)N(CCc1cccs1)Cc1ccco1 (stereo not given)	-3.0
Cc1ccc(CCC(=O)NC2CCc3ccccc3C2)o1 (stereo not given)	6.0
Cc1c(C)n(CC(O)CNc2ccc(Br)cc2)c2ccccc12 (stereo not given)	27.0
COC(=O)c1c(C)nc(C)c(C(=O)OC)c1-c1ccccc1[N+](=O)[O-]	5.0
COc1ccc(C(=O)Nc2ccc(C(C)=NNC(=O)c3ccccc3O)cc2)cc1OC	-7.8

# (list continues)
SMILES	PriA SSB inh
O=C(Cn1cnc2ccccc21)NC1CCN(c2nccs2)CC1	-6.0
Cc1cccc(-c2nc3n(n2)C(=O)CC(c2ccc(Cl)c(Cl)c2)S3)c1 (stereo not given)	3.0
CCCc1cc(=O)[nH]c(SCc2cc(OC)cc(OC)c2)n1	3.0
Cc1c(N=C([O-])Nc2ccc(Br)cc2)sn[n+]1C	0.1
Cc1cccc(C)c1NC(=O)CSC1=NC2=C(C(=O)CCC2)C(c2ccccc2C(F)(F)F)C1C#N (stereo not given)	-13.0
O=C(CSc1ccc(NC(=O)C2CC2)nn1)Nc1ccc(F)c(Cl)c1	0.0
O=C1C2C3C=CC(C3)C2C(=O)N1N=Cc1cc(Br)cc([N+](=O)[O-])c1O (stereo not given)	-0.1
CNC(=O)C(=O)NCC(c1cccc2ccccc12)N1CCOCC1 (stereo not given)	-7.0

# Laid out differently: results already given.
> Cc1nc(C)c(C(=O)NCCCn2ncccc2=O)s1
  PriA SSB inh: -3.0
> O=C(NCCn1ccc(-c2cccs2)n1)C1COc2ccccc2O1 (stereo not given)
  PriA SSB inh: -5.0

# Later entries.
SMILES	PriA SSB inh
Cc1ccc(S(=O)(=O)c2[nH]c(-c3ccccc3)nc2SCC(=O)NC[C@H]2CCCO2)cc1	0.0
O=C(Cc1cccc(C(F)(F)F)c1)N1CCN(c2cc3c(nn2)CCCC3)CC1	-6.0
N#Cc1cccnc1OC1CCN(C(=O)Cn2cnc3ccccc32)CC1	2.0
Cc1cc(C(=O)NCc2cc(-c3cccs3)n(C)n2)c(C)o1	-2.0
CC(C)(C)C(=O)Nc1ccc2scnc2c1	4.0
COc1ccc(C=Nn2cnc3scc(-c4cccs4)c3c2=O)cc1OC	14.9
COc1cc(C(=O)Oc2ccccc2C=NNC(=O)c2ccc(C)cc2)cc(OC)c1OC	-17.4
N#CCn1nc2n(c(=O)c1=O)CCN2c1ccccc1	-14.0

# Assay outcomes from PubChem BioAssay.

# These rows are one share of the data; count on the stated rates, not on these rows.
